# IL2 activator = activators of IL-2 | activation, % (series mostly up to about 46 µM) | IL-2 activation reporter assay, cell-based qHTS; stimulated with anti-CD3/CD4/CD28 beads; in transgenic mouse T cells | AID 652025 | actives 0.065% (n = 360,000); in the data active = activation above about 50%; inconclusive = mostly about 30% to 49%; note: 0% is about no effect
#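 EGFP and DsRed fluorescence is measured by plate cytometry in unstimulated transgenic mouse T cells exposed to compound for 60 minutes, then stimulated 18 hours at 37 degrees C with anti-CD3/anti-CD4 beads plus anti-CD28.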
# DRD3 antagonist = blocks the human D3 dopamine receptor | actives 2.5% (n = 360,000) | max response, negative = inhibition, % | D3R cells, DiscoveRx beta-arrestin luminescence, antagonist mode; hits give low values | P35462; in the data active = max response below about -50%; inconclusive = no clear call, values can overlap the other calls; note: % is set by controls: 0 for no effect and ±100 for the full control effect; mostly tested at two doses, the higher about 12 µM
# Target sequence (P35462 whole entry, looked up): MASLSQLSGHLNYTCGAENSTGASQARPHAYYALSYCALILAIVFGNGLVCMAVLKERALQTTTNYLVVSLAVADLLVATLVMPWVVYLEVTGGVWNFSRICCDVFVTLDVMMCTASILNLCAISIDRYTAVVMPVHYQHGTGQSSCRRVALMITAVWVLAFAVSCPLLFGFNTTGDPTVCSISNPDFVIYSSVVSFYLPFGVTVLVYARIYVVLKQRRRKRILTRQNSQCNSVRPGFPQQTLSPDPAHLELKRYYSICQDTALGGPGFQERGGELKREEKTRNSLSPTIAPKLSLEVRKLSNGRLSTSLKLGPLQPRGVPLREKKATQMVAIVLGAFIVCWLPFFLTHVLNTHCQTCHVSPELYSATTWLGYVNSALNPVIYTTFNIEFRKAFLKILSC
#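 Cells plated overnight at 1500 cells/well, then exposed to library compounds with dopamine controls for 90 minutes at 37 degrees C. DiscoveRx reagent added for 30–60 minutes at room temperature; luminescence read, quantitative HTS format.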
# D3 ag = D3 dopamine receptor (human) agonism. P35462. D3R DiscoveRx beta-arrestin cells, luminescence, 90 min. max activation, %. actives 0.58% (n = 410,000). AID 652048; in the data active = max activation above about 30%; note: 0% is about no effect; mostly tested at two doses, the higher about 12 µM
#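 Cells at 1500/well, incubated overnight, then treated with pinned compounds (dopamine as control) for 90 min at 37 degrees C. DiscoveRx reagent added for 30 - 60 minutes at room temperature; luminescence read.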
# GLP1R cytotox = cytotoxicity counter-screen for GLP-1 receptor inverse agonists; AID 624418; HEK293 cAMP-luciferase reporter cells, luminescence, 24 h; Potency, µM (titrated, usually from 38.3 µM), for inactives: at the top dose activity change, negative = inhibition, hits mostly inhibitors; actives 0.13% (n = 410,000);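 note: loss of luciferase light is scored as toxicity; potency is the fitted concentration of half-maximal effect; % is set by controls: 0 for no effect and ±100 for the full control effect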
#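 To flag toxic compounds, the library was rerun on cells for 24 hr at 37 deg C and 5% CO2. Viability-linked luminescence was captured 12 min after adding luciferase detection reagent.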
# GLP1R inv ag = inverse agonists of human GLP-1 receptor | actives 1.6% (n = 410,000) | Potency, µM (highest dose often 38.3 µM), inactives show at the top dose activity change, negative = inhibition, actives largely listed as inhibitors | HEK293 GLP-1R CRE-luciferase, luminescence, 24 h; GLP-1R form is constitutively active | P43220 | AID 624417; note: potency is the fitted concentration of half-maximal effect; % is set by controls: 0 for no effect and ±100 for the full control effect; nearly all actives have a fitted effect of over 55% in size
#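 Cells are plated, allowed 12 hours at 37 deg C, then treated with compounds for 24 hr before luciferase detection reagent is added and luminescence is read after 12 min at room temperature. The HEK293 line carries constitutively active GLP-1R with a cAMP-responsive reporter.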
# GLP1R ag = activates the human GLP-1 receptor; Potency, µM (doses to about 45.6 µM), for inactives: at the top dose activation, usual class: activators; HEK293 GLP-1R CRE-luciferase, luminescence, 4-6 h; cells express a hypersensitive GLP-1R form; P43220; actives 0.007% (n = 380,000); note: potency is the fitted concentration of half-maximal effect; % of control where 0% means no effect
# PI5P4Ka inh = blocks human PI5P4K alpha kinase activity | PI5P4Kalpha enzyme, ADP-Glo luminescence, 60 min; hits give low values | max response, % | AID 652105 | P48426 | actives 1.2% (n = 330,000); active = max response of -50% or lower; inconclusive = between -30% and -50%; inactive = -30% or higher; note: value at the top dose of about 77 µM; % is set by controls: 0 for no effect and ±100 for the full control effect
#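 ADP-Glo luminescence end-point after a 60 min room-temperature kinase reaction. PI5P4Kalpha and substrate in HEPES pH 7.4 buffer with EGTA, 0.1% CHAPS and 5% DMSO; ATP at 5 microM final.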
# WRN inhibitor = blocks human WRN helicase; Q14191; WRN helicase unwinding, fluorescent forked duplex, kinetic; actives 0.46% (n = 360,000); Potency, µM (highest dose often 114 µM), for the others: at the highest dose activity change, negative = inhibition, hits mostly inhibitors; AID 651768; note: potency is the fitted concentration of half-maximal effect; % is set by controls: 0 for no effect and ±100 for the full control effect; nearly all actives have a fitted effect of over 55% in size
#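 WRN at 20 nM final preincubated with compound 15 min at room temperature; reaction started with 100 nM fluorophore/quencher forked duplex oligonucleotide and 2 mM ATP final. Unwinding followed kinetically by red fluorescence (ex 525, em 598 nm).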
# PLK1 PBD inh = inhibitors of human PLK1 polo-box domain binding; Plk1 PBD binding of FITC phosphopeptide, fluorescence polarization; Potency, µM, inactives show max response, negative = inhibition, hits mostly inhibitors; actives 2.8% (n = 360,000); note: potency is the fitted concentration of half-maximal effect; series mostly up to about 57 µM; % is set by controls: 0 for no effect and ±100 for the full control effect; nearly all actives have a fitted effect of over 65% in size
# Target sequence (P53350 whole entry, looked up, the tested form may be a part): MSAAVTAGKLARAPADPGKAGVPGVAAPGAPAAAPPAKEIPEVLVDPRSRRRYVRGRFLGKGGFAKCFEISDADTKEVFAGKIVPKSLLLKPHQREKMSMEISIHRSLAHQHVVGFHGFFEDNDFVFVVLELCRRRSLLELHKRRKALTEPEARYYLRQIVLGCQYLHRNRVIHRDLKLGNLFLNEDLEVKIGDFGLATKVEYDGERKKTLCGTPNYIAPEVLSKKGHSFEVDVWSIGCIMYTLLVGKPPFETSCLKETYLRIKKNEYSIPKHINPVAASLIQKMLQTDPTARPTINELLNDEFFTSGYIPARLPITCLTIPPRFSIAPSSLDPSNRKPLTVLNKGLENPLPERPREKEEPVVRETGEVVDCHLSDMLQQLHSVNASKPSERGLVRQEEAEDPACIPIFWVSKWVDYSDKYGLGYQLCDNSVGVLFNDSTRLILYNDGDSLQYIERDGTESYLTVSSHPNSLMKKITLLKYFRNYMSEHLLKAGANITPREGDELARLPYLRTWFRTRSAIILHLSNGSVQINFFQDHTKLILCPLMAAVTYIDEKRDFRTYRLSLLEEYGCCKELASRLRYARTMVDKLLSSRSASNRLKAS
# * marks the source's active call; other numbers are inactive results; ? = inconclusive; . = not tested or not shown; & = joins results of further samples; [ ] = remark or other dose. Unless noted, calls come from the whole dose curve; as a rule, active = well fitted curve in the direction sought with a large enough effect; inconclusive = small, poorly fitted or top-dose-only effect, or another doubt; inactive = no such curve, though single readings can be large; an effect the other way counts as inactive or inconclusive. An unsorted share of the library; any-hit rate near 7.8%.
entry	SMILES	IL2 activator	DRD3 antagonist	D3 ag	GLP1R cytotox	GLP1R inv ag	GLP1R ag	PI5P4Ka inh	WRN inhibitor	PLK1 PBD inh
1	Cc1ccc(S(=O)(=O)NCC(=O)N(CC(=O)NCc2ccco2)Cc2cccs2)cc1	-2.5	29	1	-14%	-6%	8%	.	0%	-6%
2	CCCCOP(=O)(c1ccc(N(C)C)cc1)C(O)c1cccnc1 (configuration not stated)	0.4	-22	-2	-5%	0%	-4%	0	3%	2%
3	CCOC(=O)[C@]12CCC=C1N(Cc1ccc(Cl)cc1Cl)C(=O)[C@H](CC(=O)NCCc1ccccc1OC)C2	-1.0	-6	2	-11%	?	-2%	20	-12%	-2%
4	COc1ccc(OC)c(C(O)c2coc3ccc(O)c(CN(C)C)c23)c1 (configuration not stated)	-3.0	4	-4	-15%	0%	-12%	2	10%	-3%
5	COc1ccc(F)c(CN2CCCC(CNS(=O)(=O)c3cccc4cccnc34)C2)c1 (configuration not stated)	0.5	0	-1	-3%	?	1%	0	-10%	2%
6	C#Cc1ccc([C@@H]2C=C(C(=O)OCC=C)O[C@H](OCc3ccc(CO)cc3)C2)cc1	-0.3	-14	-1	-11%	?	7%	-7	-2%[11.6 µM]	-20%
7	COc1ccccc1NC(=O)N(C)C[C@@H]1OCc2cn(nn2)CCCC(=O)N([C@@H](C)CO)C[C@H]1C	-2.8	24	1	1%	15%	-3%	-4	3%	-12%
8	C/C(=N\Nc1nc(C)cc(=O)[nH]1)C1CC1	-2.2	7	3	-11%	20%	-8%	0	-6%	2%
9	CNS(=O)(=O)c1ccc(NC(=O)Nc2cccc(F)c2)cc1	-0.5	-15	5	3%	-6%	13%	-4	1%	-1%
10	O=S(=O)(Oc1ccccc1)c1ccc(Cl)c(Cl)c1	-0.3	5	2	-12%	?	23%	7	3%	-9%
11	Cc1cc(C)c(C#N)c(SCc2ccccc2)n1	-0.6	26	-14	12%	?	19%	24	-7%	-22%
12	CN(C)CCN(Cc1ccco1)C(=O)c1oc2ccccc2c1NC(=O)c1ccccc1	.	.	-13	-18%	?	11%	.	.	.
13	Cc1nc(/N=C(\N)NC(=O)N2c3ccccc3Sc3ccccc32)nc2ccccc12	-1.9	-5	1	-3%	-1%	-1%	-2	-14%	-1%
14	COc1ccc(C2(O)C(=O)Nc3ccc(C)cc32)cc1OC (configuration not stated)	1.4	7	8	-9%	17%	6%	2	4%	-4%
15	O=C(CN(Cc1ccccc1Cl)C(=O)c1csnn1)NCc1ccc2c(c1)OCO2	0.4	2	3	-10%	?	8%	1	-2%[57.1 µM]	0%
16	COc1cc(C(C)=O)ccc1OCC(=O)N1CCCC1c1ccc2c(c1)OCCCO2 (configuration not stated)	-2.3	17	-7	-2%	17%	8%	3	3%	-1%
17	Cc1c(C(=O)N2CCN(Cc3ccccc3)CC2)oc2c1C(=O)CC(C)(C)C2	1.9	-4	-9	0%	?	-4%	3	-10%	?
18	CN(C)CCCN(C(=O)c1ccc(C(=O)c2ccccc2)cc1)c1nc2ccc(F)cc2s1	-0.2	?	-3	?	?	1%	2	-15%	7%
19	CC(C)C(=O)N1C2CCC1CC(O)(c1ccc(F)cc1)C2 (configuration not stated)	0.8	-67*	-8	1%	4%	-10%	.	-1%	-2%
20	CCn1c(=O)c(C(=O)Nc2cc(OC)c(OC)c(OC)c2)nc2ccccc21	.	.	6	0%	24%	8%	.	.	.
21	S=C(Nc1ccc(Cl)cc1)N1CCN(Cc2ccccc2)CC1	-3.6	-9	-9	-16%	?	-3%	-2	-13%	-14%
22	COc1ccccc1CN1CCN(C(c2ccccc2)c2ccccc2)CC1	-0.5	-95*	-18	?	?	2%	-4	3%	6%
23	N#CC1=C(N)NC(SCc2ccc(Br)cc2)=C(C#N)C12CCCCC2	-3.9	-28	-5	-14%	10µM*	1%	-8	-6%	-27%
24	N#CC1=C(N)Oc2n[nH]c(CSc3ccccc3)c2C12C(=O)Nc1ccccc12 (configuration not stated)	0.8	4	2	19%	-1%	-2%	.	-4%	-13%

# Five compounds out of the list, sorted by length of the SMILES, low to high.
entry	SMILES	IL2 activator	DRD3 antagonist	D3 ag	GLP1R cytotox	GLP1R inv ag	GLP1R ag	PI5P4Ka inh	WRN inhibitor	PLK1 PBD inh
21	S=C(Nc1ccc(Cl)cc1)N1CCN(Cc2ccccc2)CC1	-3.6	-9	-9	-16%	?	-3%	-2	-13%	-14%
23	N#CC1=C(N)NC(SCc2ccc(Br)cc2)=C(C#N)C12CCCCC2	-3.9	-28	-5	-14%	10µM*	1%	-8	-6%	-27%
16	COc1cc(C(C)=O)ccc1OCC(=O)N1CCCC1c1ccc2c(c1)OCCCO2 (configuration not stated)	-2.3	17	-7	-2%	17%	8%	3	3%	-1%
13	Cc1nc(/N=C(\N)NC(=O)N2c3ccccc3Sc3ccccc32)nc2ccccc12	-1.9	-5	1	-3%	-1%	-1%	-2	-14%	-1%
18	CN(C)CCCN(C(=O)c1ccc(C(=O)c2ccccc2)cc1)c1nc2ccc(F)cc2s1	-0.2	?	-3	?	?	1%	2	-15%	7%

# Record cards, from the list above.
# Cc1nc(/N=C(\N)NC(=O)N2c3ccccc3Sc3ccccc32)nc2ccccc12 in the list: IL2 activator = -1.9; DRD3 antagonist = -5; D3 ag = 1; GLP1R cytotox = -3%; GLP1R inv ag = -1%; GLP1R ag = -1%; PI5P4Ka inh = -2; WRN inhibitor = -14%; PLK1 PBD inh = -1%
# CC(C)C(=O)N1C2CCC1CC(O)(c1ccc(F)cc1)C2 (configuration not stated) in the list: IL2 activator = 0.8; DRD3 antagonist = -67*; D3 ag = -8; GLP1R cytotox = 1%; GLP1R inv ag = 4%; GLP1R ag = -10%; PI5P4Ka inh = .; WRN inhibitor = -1%; PLK1 PBD inh = -2%

# Next section:
entry	SMILES	IL2 activator	DRD3 antagonist	D3 ag	GLP1R cytotox	GLP1R inv ag	GLP1R ag	PI5P4Ka inh	WRN inhibitor	PLK1 PBD inh
25	NS(=O)(=O)c1cccc(NC(=O)CSc2nnnn2-c2ccccc2)c1	-4.3	-2	9	-7%	0%	11%	-89*	-1%	2%
26	CCOc1cc2[nH]c(=S)n(CCc3ccc(OC)c(OC)c3)c(=O)c2cc1OCC	1.5	30	0	7%	3%	8%	-10	3%	-6%
27	COc1ccc(C(=O)CSc2nc3nc(C)cc(C)n3n2)cc1OC	-0.4	9	14	4%	132%[activator]	9%	.	-1%	-4%
28	O=C(Nc1ccc(S(=O)(=O)N2CCCC2)cc1)c1ccccc1	-0.4	-4	-4	-5%	-14%	8%	6	-3%	3%
29	COc1ccc(CN2CCNC(=O)C2CC(=O)N2CCc3ccccc3C2)c(OC)c1 (configuration not stated)	-2.0	-15	-10	-2%	14%	0%	-5	-8%	-18%
30	CC(=O)CSc1ncnc2sc3c(c12)CCC3	1.1	-21	6	-2%[0.307 µM]	-6%[0.307 µM]	9%	-10	3%	-8%
31	COc1ccc(-n2c3c(cc(C(=O)Nc4cccc(C)n4)c2=O)C(=O)CC(C)(C)C3)cc1	-1.8	0	8	2%	50%[activator]	4%	1	-1%	-28%
32	Cc1cc(NC(=O)CCNS(=O)(=O)c2cccc3nsnc23)ccc1Br	.	.	2	7%	?	-3%	.	.	.
33	Cc1cc2nc(-c3ccc(SCC(=O)Nc4ccc5c(c4)OCCO5)nc3)[nH]c2cc1C	0.0	20	2	-20%	?	-1%	.	-22%	?
34	O=S(=O)(c1ccccc1)N1CCSC1c1ccco1 (configuration not stated)	-1.2	3	3	0%	-11%	-1%	-19	-21%	-18%
35	NC(=O)C1CCN(C(=O)c2ccc3c(=O)n(Cc4ccco4)c(SCC(=O)c4ccccc4)nc3c2)CC1	0.9	5	5	2%	24%	8%	1	1%	0%
36	CCNCc1nc2cc(OC)c(OC)cc2c(=O)[nH]1	-1.7	23	-10	7%	-3%	1%	.	-8%	-8%
37	COC(=O)c1cccc(NC(=S)Nc2cccc(Cl)c2Cl)c1	-3.4	11	11	-6%	8%	3%	-1	-3%	-24%
38	COc1ccc(-c2nc(N)ncc2-c2ccc(Cl)cc2)c(O)c1	-2.0	-7	-14	1%	1%	-6%	-22	-2%	-4%
39	O=C(Nc1ccon1)c1sc2cc(Cl)ccc2c1Cl	0.2	2	10	-4%	59%[activator]	-1%	-1	12%	-3%
40	O=P(CCCO)(Cc1ccccc1)Cc1ccccc1	0.3	1	4	18%	7%	3%	2	-2%	-10%
41	COc1ccc(-c2oc3ncn4nc(COc5cccc(C)c5C)nc4c3c2-c2ccc(OC)cc2)cc1	.	.	-6	4%	3%	-5%	.	.	.
42	CCN(CC)c1ccc(C(=O)OCc2c(C)noc2C)cc1	1.5	-7	-5	4%	-8%	13%	7	-6%	-6%
43	CCn1nc(NC(=O)COC)c2cc3cccc(C)c3nc21	-0.3	15	4	125%[activator]	-18%	16%	16	-3%	2%
44	CC(=O)c1ccc(OCc2ccc(C(=O)c3ccccc3)cc2)cc1	-3.1	6	0	-2%	?	7%	0	-6%	-3%
45	COC(=O)c1cc2c(N)c(C(=O)c3ccccc3)sc2nc1C(OC)OC	0.1	21	1	76%[activator]	0%	17%	1	5%	0%
46	O=C(O)CN1CCN(Cc2ccc(F)cc2Cl)C1=O	-1.8	?	-24	0%	2%	-12%	.	-4%	-10%
47	CCc1nnc(NC(=O)c2ccc(S(=O)(=O)NC3CCCCC3)cc2)s1	-0.3	13	6	?	-1%	7%	.	-3%[57.1 µM]	1%
48	O=C(CSC1=NCCS1)N1CCN(c2ccccc2)CC1	-6.3	124	-4	1%	-5%	-6%	-6	-23%	-18%
49	COC(=O)c1ccc(NC(=O)CCOc2ccccc2)cc1	-1.0	0	1&-15	-10%&-3%	?	3%	2	0%[57.1 µM]	0%
50	Cc1ccc(/C=N\NC(=O)CC(=O)NCCc2ccccc2)cc1	-0.1	5	0	-8%	-11%	17%	2	-2%	-11%
51	Cc1cc(NS(C)(=O)=O)c(=O)n(Cc2c(F)cccc2Cl)c1	2.5	0	2	0%	13%	3%	2	4%	3%

# High-throughput results from PubChem.
